Bioassay records deposited in PubChem BioAssay by The Scripps Research Institute Molecular Screening Center.
OXTR potentiate – human OXTR potentiation. P30559. CHO-OTR cells, Fluo-8 calcium fluorescence, potentiator mode; 0% = oxytocin EC15, 100% = EC100. activation, % at 3 µM. 320,000 tested, 0.061% active. AID 2445;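 active means activation above that plate's cutoff, the mean activation of tested compounds plus 3 SD, cut at about 6.6% in these data, passing the limit was not always enough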;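 further: 100% uses oxytocin at 75 nM as the full agonist control; some results filed as inactive read as strong as hits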
Target sequence (P30559 whole entry, looked up): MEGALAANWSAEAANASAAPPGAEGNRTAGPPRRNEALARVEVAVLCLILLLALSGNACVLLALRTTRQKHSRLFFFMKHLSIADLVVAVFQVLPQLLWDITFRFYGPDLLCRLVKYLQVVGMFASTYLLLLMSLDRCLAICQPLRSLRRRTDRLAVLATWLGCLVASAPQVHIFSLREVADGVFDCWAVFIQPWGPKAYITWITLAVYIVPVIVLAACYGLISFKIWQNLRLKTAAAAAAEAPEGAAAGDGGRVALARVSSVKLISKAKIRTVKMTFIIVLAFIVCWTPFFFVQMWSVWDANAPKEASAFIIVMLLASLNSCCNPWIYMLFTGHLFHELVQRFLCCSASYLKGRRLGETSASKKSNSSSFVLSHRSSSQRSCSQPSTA
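assay system = CHO-OTR cells, human receptor | schedule = compound 6 min at room temperature before oxytocin, 100 s read | detection = Fluo-8 intracellular calcium fluorescence, ex 470-495, em 515-575 nm | evaluation = normalized max/min fluorescence ratio, % activation | control set = EC15 oxytocin alone as 0%, 75 nM oxytocin (EC100) as 100%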
CHRM1 antagonist – blocks human M1 muscarinic receptor. P11229. CHO-K1 hM1, Fluo-8 calcium fluorescence, ACh EC80 antagonist. inhibition, % at 3 µM. 360,000 tested, 1.3% active. AID 588852;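 active means percent inhibition above its own plate's cutoff, namely the mean of that plate's compound wells plus 3 SD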;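 further: peak over basal fluorescence ratio during 140 s after agonist addition; 0% = ACh EC80 plus DMSO and 100% = DMSO alone without agonist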
M4 antag – CHRM4 antagonism in calcium assay; P08173; CHO-hM4 cells, ACh EC80, Fluo-8 calcium fluorescence; inhibition, % at 3 µM; 360,000 tested, 0.73% active; AID 624125;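 active means inhibition above its plate's cutoff, the mean inhibition of sample wells plus 3 SD, cut at about 27% in these data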;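 further: 0% = acetylcholine EC80 with DMSO and 100% = DMSO without agonist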
Target sequence (P08173 whole entry, looked up): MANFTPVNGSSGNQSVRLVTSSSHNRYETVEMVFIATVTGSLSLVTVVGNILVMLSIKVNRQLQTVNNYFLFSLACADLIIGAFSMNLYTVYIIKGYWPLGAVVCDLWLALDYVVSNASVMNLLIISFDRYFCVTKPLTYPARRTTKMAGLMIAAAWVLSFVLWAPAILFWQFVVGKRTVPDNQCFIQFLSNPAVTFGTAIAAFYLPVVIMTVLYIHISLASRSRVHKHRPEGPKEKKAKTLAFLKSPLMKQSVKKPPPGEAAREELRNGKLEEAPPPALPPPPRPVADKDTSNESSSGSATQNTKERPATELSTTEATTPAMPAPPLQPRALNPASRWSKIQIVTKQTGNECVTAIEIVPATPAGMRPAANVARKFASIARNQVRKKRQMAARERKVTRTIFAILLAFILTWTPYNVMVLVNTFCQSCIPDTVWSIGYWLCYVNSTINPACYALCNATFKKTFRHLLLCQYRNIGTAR
CHO-K1 Ca antag – nonselective inhibitor or artifact in parental CHO-K1 cells | ATP-induced calcium, Fluo-8 fluorescence | inhibition, % at 3 µM | 360,000 tested, 0.6% active | AID 602250;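 active means inhibition above a per-plate cutoff, the plate's mean sample inhibition plus 3 SD, cut at about 24% in these data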;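 further: 0% = DMSO plus EC80 ATP and 100% = DMSO alone without ATP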
CHRM1 PAM – positive allosteric modulators of human M1 muscarinic receptor. CHO-K1 hM1, Fluo-8 calcium fluorescence, ACh EC20; 0% = ACh EC20, 100% = maximal ACh. activation, % at 3 µM. P11229. 360,000 tested, 0.088% active; in the data active means activation above about 19%, passing the limit was not always enough
CHO parental Ca – signal in parental CHO cells, OX1R antagonist counter-screen; parental CHO-K1, ATP-induced calcium, Fluo-8 fluorescence; inhibition, % at 5.6 µM; 330,000 tested, 0.63% active; AID 463079;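 active means inhibition above that plate's mean sample inhibition plus 3 SD, cut at about 26% in these data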;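 further: 0% = ATP-challenged DMSO wells and 100% = DMSO wells without ATP; some compounds past the cut are filed as inactive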
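Assay system – parental CHO cells · Reagent – ATP stimulus · Detection – intracellular calcium via Fluo-8 no-wash fluorescent dye · Evaluation – percent inhibition of ATP-evoked calcium rise, normalized to controls · Controls – ATP wells versus no-ATP DMSO wells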
CHRM4 agonist – agonists of human muscarinic M4 receptor (CHRM4). P08173. CHO-K1 hM4/Gqi5, Fluo-8 calcium fluorescence; vehicle 0%, full acetylcholine response 100%. AID 624127. 360,000 tested, 0.14% active. activation, % at 3 µM;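 active means activation above the run mean over all test wells plus 3 SD, cut at about 32% in these data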;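 further: peak over basal fluorescence ratio per well then scaled between controls; 0% = DMSO wells and 100% = acetylcholine at EC100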
CHRM1 agonist – activates human CHRM1 receptor; activation, % at 3 µM; CHO-K1 hM1, Fluo-8 calcium fluorescence, agonist mode; 0% DMSO, 100% acetylcholine EC100; 360,000 tested, 0.33% active; P11229;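 active means activation above the run's mean compound activation plus 3 SD, cut at about 16% in these data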;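 further: peak over basal fluorescence ratio within a 140 s kinetic read after compound addition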
M1 ag parental – M1 agonist counterscreen hit in parental CHO-K1 cells. Fluo-8 calcium fluorescence; scaled to maximal ATP response, vehicle zero. activation, % at 3 µM. 360,000 tested, 0.48% active. AID 602248; in the data active means activation above about 15%;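 further: untransfected CHO-K1 host cells lacking M1 receptor as counterscreen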
* hit, by the source's call; / = not tested or not shown.

SMILES	OXTR potentiate	CHRM1 antagonist	M4 antag	CHO-K1 Ca antag	CHRM1 PAM	CHO parental Ca	CHRM4 agonist	CHRM1 agonist	M1 ag parental
O=C(CCCN1CCOCC1)c1ccc2c(c1)OCCO2	1.8	-21.8	-4.3	-6.6	8.0	-10.6	2.2	-12.7	6.4
CN(C)C(CNC(=S)Nc1ccccc1Cl)c1cccnc1 (stereo unspecified)	-14.5	10.2	3.5	-7.6	-6.8	-4.9	0.9	-6.6	0.7
CC(=O)C(=Cc1cc(C)n(-c2ccccc2)c1C)C(C)=O	-17.8	-8.2	-14.1	4.4	4.9	0.9	3.9	-5.5	2.6
C/C(=N\Nc1cccc2cccnc12)c1ccc[nH]1	1.9	9.3	4.0	-2.7	-3.6	-3.5	2.2	-2.0	0.8
COc1cccc2cc(C(=O)NCCC3=CCCCC3)c(=O)oc12	-7.5	-3.3	-4.5	-0.7	4.2	-13.6	2.7	-7.5	0.6
Cc1cc(C)c2c(N)c(C(=O)Nc3c(C)n(C)n(-c4ccccc4)c3=O)sc2n1	-6.2	1.1	-9.4	-1.9	19.6	-14.4	0.4	3.2	-0.1
CCCCNS(=O)(=O)c1cc(-c2nn(C)c(=O)c3ccccc23)ccc1C	-8.4	-4.4	-0.1	1.1	3.7	-16.4	9.3	-4.7	5.2
CS(=O)(=O)N(Cc1ccc(C(=O)NCCSCc2ccco2)cc1)c1ccccc1	-3.6	-3.0	5.1	-7.3	7.1	-10.9	7.3	-2.9	3.8
CC(C)c1ccc(C(C(=O)NC2CCCCC2)N(C(=O)c2ccccn2)c2cccnc2)cc1 (stereo unspecified)	0.2	-14.8	-9.4	-0.2	15.8	-19.6	4.4	-8.5	0.1
CC(C)(C)n1nnnc1C(c1cc2ccccc2o1)N(Cc1ccccc1)Cc1ccccc1 (stereo unspecified)	/	/	3.4	-25.7	/	/	0.1	/	-0.3
CCOc1ccc(CN2CCNC(=O)C2CC(=O)NCCc2ccccn2)cc1 (stereo unspecified)	-11.2	-3.3	0.4	-2.5	7.5	-16.6	1.6	-5.7	0.8
COc1ccc(C(O)c2nccn2C)cc1 (stereo unspecified)	-10.3	-15.5	-12.2	-8.0	13.1	-8.4	2.9	0.1	0.6
COc1ccc(C(=O)Nc2ccc(Oc3nc(C)nc4sc(-c5ccccc5)cc34)cc2)cc1OC	-6.8	-9.9	1.6	-0.9	9.9	-11.0	1.3	-4.6	0.3
Cc1ccc(S(=O)(=O)NC(C(=O)N2CCN(S(=O)(=O)c3cccc(F)c3)CC2)C(C)C)cc1 (stereo unspecified)	/	-1.4	-12.9	-8.5	1.8	/	2.4	-4.7	0.7
O=C(N/N=C/c1ccc([N+](=O)[O-])s1)c1ccccc1	-6.0	5.6	-6.0	-6.4	-0.5	-10.7	2.8	-3.4	0.9
CC(C)Nc1nc(NC(C)C)nc(N(C)C#N)n1	-0.6	-4.8	-10.9	5.9	13.2	-10.5	-2.6	1.1	0.0
COc1ccc(CN2CCC(=O)N([C@H](CO)Cc3ccccc3)CC2)cc1OC	-7.3	6.5	-9.4	-6.5	3.4	-15.0	0.4	-4.7	1.1
Cc1c(OC(C)C(=O)N[C@H](C(=O)O)c2ccccc2)ccc2c3c(c(=O)oc12)CCCC3 (stereo partly specified)	-6.3	-3.1	-12.1	23.2	15.9	-14.9	-0.8	8.7	-0.3
CS(=O)(=O)Nc1cccc(NC(=O)c2cccc3c(-c4cccc(C(N)=O)c4)coc23)c1	/	31.1*	24.8	-3.0	-12.9	/	13.3	-2.0	3.7
Clc1ccc2c(c1)C(N1CCNCC1)Cc1ccccc1S2 (stereo unspecified)	-17.6	86.6*	82.3*	-1.3	-25.1	-0.7	11.2	-4.2	1.6
Cc1ccc(NCC(=O)N/N=C/c2ccc(-c3cccc(C(F)(F)F)c3)o2)cc1	3.4	-3.4	11.1	-11.6	13.1	-28.6	-0.3	-6.8	-0.1
CC(=O)OCCc1c(C)nc2nc[nH]n2c1=O	-18.2	-3.5	-8.1	5.3	0.8	5.6	0.7	-2.7	0.4
Nc1nc2ccc(Cl)cc2cc1C(=O)NC1CC1	/	/	-10.6	-10.7	/	/	0.7	/	0.7
COc1ccc2nc(NC(=O)CSc3nnc(C)n3N)sc2c1	-10.1	0.7	-3.0	-5.8	-1.7	-1.9	3.1	-3.3	1.1
CCCCC(=O)Nc1ccc2c(c1)C(=O)NC2=O	-5.3	-6.6	-6.0	2.0	4.4	8.0	/	-4.8	-0.2
Next section.
SMILES	OXTR potentiate	CHRM1 antagonist	M4 antag	CHO-K1 Ca antag	CHRM1 PAM	CHO parental Ca	CHRM4 agonist	CHRM1 agonist	M1 ag parental
Cc1ccc(COc2coc(CN3CCN(C(=O)c4ccco4)CC3)cc2=O)cc1	-6.8	-20.9	-8.0	4.0	15.7	-9.7	0.8	-3.5	1.2
CC1(C(=O)O)CCCN1C(=O)c1cc2ccccc2s1 (stereo unspecified)	/	-13.6	-8.0	0.2	5.9	/	0.5	-1.4	0.7
O=C1CC(=O)Nc2cc(S(=O)(=O)Nc3cccc(C(F)(F)F)c3)ccc2N1	0.6	-7.4	5.9	-7.2	6.2	-9.2	-0.2	-1.3	0.3
COc1ccc(-c2nnc(NC(=O)C3CCCN3S(=O)(=O)c3cccs3)o2)cc1 (stereo unspecified)	-4.7	-9.5	2.4	-15.2	5.6	-9.4	0.8	-2.4	1.2
Cn1cccc1C(=O)NC1CCCCC1	-4.2	-10.8	-2.6	-7.6	9.6	-16.0	0.3	-2.4	1.3
CSc1cccc(NC(=O)/C=C/c2cccc(Cl)c2)c1	-15.3	14.1	1.0	11.2	-12.4	-11.1	0.9	-5.6	0.6
O=C(NCCN1C(=O)S/C(=C\c2cccnc2)C1=O)c1cc(S(=O)(=O)N2CCOCC2)ccc1F	-3.2	-1.4	5.1	-6.0	0.1	-23.2	7.4	-4.4	3.9
O=C(C1=C[C@H](c2csc3ccccc23)C[C@H](OCc2ccc(CO)cc2)O1)N1CCN(Cc2ccccc2)CC1	-21.7	-3.5	8.7	-11.3	-0.3	-25.0	6.0	-2.6	0.3
O=C(Cc1ccccc1)Nc1c[nH]c(=O)[nH]c1=O	-6.5	-2.3	10.5	-0.9	2.3	9.1	2.4	-4.5	2.5
C=CCN(CC=C)CCOc1ccc2ccccc2c1	-7.3	-4.5	5.5	0.1	3.0	-20.5	0.5	-9.7	0.1
Cc1ccc(-n2c(N)c(C(=O)N3CCN(C)CC3)sc2=S)cc1	-2.9	-5.4	-9.0	-5.5	5.0	-9.5	0.2	-5.8	0.2
O=C(O)C1CCC(CNCc2ccccc2Cl)CC1 (stereo unspecified)	-4.6	2.6	-16.5	-4.0	-4.6	-6.7	0.9	-10.4	0.2
O=C(O)c1ccccc1C(=O)Nc1nccs1	-8.5	-2.8	6.4	-6.6	2.7	-0.8	1.2	-2.6	0.2
Cn1cnnc1SCC(=O)Nc1ccccc1Oc1ccccc1	-7.7	-10.8	-3.6	-17.1	8.8	-9.3	0.4	-3.5	0.9
CN(CC(=O)Nc1ccccc1Cl)C(=O)COC(=O)c1ccc(Cl)nc1	-2.5	-7.6	-10.3	-13.5	6.9	-1.3	1.9	-2.8	1.2
O=C(Nc1c(C(=O)N2CCC(N3CCCCC3)CC2)oc2ccccc12)c1ccc(F)cc1	4.7	-12.6	-0.7	-11.7	10.2	-31.1	1.0	-4.8	0.9
CCOC(=O)c1nn(-c2ccccc2C)c2nc(Nc3ccccc3)cc(=O)n12	-9.2	-9.7	8.6	-2.4	8.8	-15.6	1.0	-1.1	2.3
O=C(Nc1cc(S(=O)(=O)N2CCOCC2)ccc1Cl)c1ccc(=O)[nH]c1	/	11.3	-0.2	9.7	-0.6	/	0.2	-3.6	0.5
CC1CCCCN1C(=O)CSc1nc2cc3c(cc2c(=O)n1Cc1ccc2c(c1)OCO2)OCO3 (stereo unspecified)	-2.5	4.2	3.1	-1.3	-5.0	-10.3	0.1	-3.2	0.2
O=[N+]([O-])c1cc(S(=O)(=O)Nc2ccccc2)ccc1-n1nnc2ccccc21	-14.6	-10.3	-2.9	-8.5	1.9	-17.9	4.4	4.0	3.0
CCOC(=O)c1sc(NC(=O)/C=C/c2c(F)cccc2Cl)nc1C	-13.1	-12.1	4.3	-2.8	12.4	-1.6	0.0	-4.2	0.7
COC(=O)C1=C(C)NC(=S)NC1c1ccc(OCC(=O)N2CCCCC2)c(OC)c1 (stereo unspecified)	3.5	-5.9	3.4	-4.3	5.2	-9.6	0.7	-3.4	0.8
COCc1cc(C)nc(SCC(=O)Nc2ccc3c(c2)OCO3)c1C#N	-14.7	-6.2	-0.2	-7.4	1.4	-8.2	1.7	-3.7	1.5
OCC1OC(n2cnc3c(/C=C(\O)c4ccccc4)ncnc32)C(O)C1O (stereo unspecified)	/	-17.4	-11.8	-15.3	10.7	/	0.3	-2.9	0.1
CCc1ccc(C(=O)Nc2nc(C)cs2)s1	-7.5	-7.8	-2.5	-5.8	-4.9	-20.2	5.7	-2.2	4.0

Retrieved by compound from the list above (2):
SMILES	OXTR potentiate	CHRM1 antagonist	M4 antag	CHO-K1 Ca antag	CHRM1 PAM	CHO parental Ca	CHRM4 agonist	CHRM1 agonist	M1 ag parental
O=C(O)C1CCC(CNCc2ccccc2Cl)CC1 (stereo unspecified)	-4.6	2.6	-16.5	-4.0	-4.6	-6.7	0.9	-10.4	0.2
CC(=O)OCCc1c(C)nc2nc[nH]n2c1=O	-18.2	-3.5	-8.1	5.3	0.8	5.6	0.7	-2.7	0.4

Additional results
SMILES	OXTR potentiate	CHRM1 antagonist	M4 antag	CHO-K1 Ca antag	CHRM1 PAM	CHO parental Ca	CHRM4 agonist	CHRM1 agonist	M1 ag parental
CCOc1ccc(OCC(=O)Nc2cc(Cl)ccc2-n2cncn2)cc1	/	0.1	-2.3	-4.5	-1.6	/	2.5	-4.8	0.3
COc1cc(-c2noc(C)n2)cc(OC)c1OC	-4.6	-3.5	6.2	8.8	3.7	-2.6	-0.3	-3.1	0.0
CC(C)NC(=S)NNC(=O)C12CC3CC(CC(C3)C1)C2	-4.0	9.6	3.9	-4.3	-7.2	-10.8	0.2	-4.2	4.3
COC(=O)[C@]1(C)N[C@H](CN(C)S(=O)(=O)c2ccc(-c3ccccc3)cc2)[C@@H]2C(=O)N(Cc3ccccc3)C(=O)[C@@H]21	-10.3	-8.7	-0.5	-6.7	8.3	-15.3	0.6	-3.9	0.0
Cc1cc(NNC(=O)c2cccc(C(F)(F)F)c2)nc2c1c(C)nn2C	-18.9	28.9	19.7	9.1	-11.5	-10.2	17.8	5.5	14.6
CCc1ccc2c(CN3CCN(S(=O)(=O)c4ccccc4F)CC3)cc(=O)oc2c1	-5.3	0.4	-9.1	-27.2	-7.2	-19.0	9.7	-1.1	1.0

Quoted from the listing:
`COC(=O)[C@]1(C)N[C@H](CN(C)S(=O)(=O)c2ccc(-c3ccccc3)cc2)[C@@H]2C(=O)N(Cc3ccccc3)C(=O)[C@@H]21` in CHO-K1 Ca antag is entered as -6.7
`CCOc1ccc(OCC(=O)Nc2cc(Cl)ccc2-n2cncn2)cc1` in CHRM1 agonist is entered as -4.8
